# Pol kappa inh – DNA polymerase kappa (human) inhibition; purified Pol kappa, fluorescent DNA synthesis assay, 10 min; AID 588579; Q9UBT6; Potency, µM (top dose mostly 107 µM), for inactives: at the highest dose activity, negative = inhibition, actives largely listed as inhibitors; actives 0.53% (n = 400,000); further: on the % scale 0 is the no-effect control and ±100 the full control effect
#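 Kinetic fluorescence readout at 0 and 10 min followed reaction start with substrate at 50 nM final. Beforehand, enzyme (10 nM Pol kappa) stood 15 min with compound at room temperature; buffer-only wells were negative controls.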
# Pol beta inh – inhibitors of human DNA polymerase beta. P06746. Pol beta primer extension/strand displacement, fluorescence kinetic. Potency, µM (top dose mostly 114 µM), for inactives: at the highest dose activity change, negative = inhibition, most hits filed as inhibitors. actives 1.3% (n = 340,000). AID 485314; further: on the % scale 0 is the no-effect control and ±100 the full control effect
#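 Curves were derived by four-parameter Hill fits of normalized qHTS data. The kinetic fluorescent primer-extension read was taken at 0 and 10 min after 50 nM substrate, following a 15 min room-temperature preincubation of 10 nM enzyme with compounds.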
# APE1 inh – inhibitors of human APE1 endonuclease | actives 0.35% (n = 350,000) | recombinant APE1, TAMRA/BHQ-2 abasic DNA cleavage fluorescence | Potency, µM (titrated, usually from 65.8 µM), inactives show at the top dose activity change, negative = inhibition, usual class: inhibitors | P27695 | AID 2517;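 further: plate controls were vehicle for no effect and reference inhibitor for full effect; nearly all actives have a fitted effect of over 55% in size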
#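 APE1 at 0.75 nM preincubated 15 min at room temperature with compound. Reaction then started with 50 nM double-stranded THF-abasic substrate labelled with TAMRA/BHQ-2, and 525/598 nm fluorescence read kinetically. Activity taken as third-minus-first read difference, normalized to DMSO and NSC13755 controls.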
# BAZ2B inh – blocks human BAZ2B; Q9UIF8; AlphaScreen BAZ2B-H3K14Ac peptide displacement; Potency, µM (highest dose often 114 µM), without a hit: at the top dose activity change, negative = inhibition, actives largely listed as inhibitors; actives 4.4% (n = 360,000); AID 504333; further: on the % scale 0 is the no-effect control and ±100 the full control effect; nearly all actives have a fitted effect of over 60% in size
#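 In this displacement format the biotinylated H3(5-23) peptide acetylated at Lys14 serves as ligand at 50 nM, with BAZ2B at 50 nM in PBS pH 7.4 containing 0.01% Tween-20. Donor and acceptor beads are 10 ug/mL final.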
# G9a block – inhibitors of human histone lysine methyltransferase G9a. Q96KQ7. AID 504332. G9a H3K9 monomethylation, AlphaScreen, 2 h. actives 8.8% (n = 350,000). Potency, µM (titrated, usually from 102 µM), for the others: at the top dose activity, negative = inhibition, hits mostly inhibitors; further: on the % scale 0 is the no-effect control and ±100 the full control effect; nearly all actives have a fitted effect of over 75% in size
#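 Compounds were preincubated with 20 nM G9a for 15 min, after which biotinylated H3K9 peptide (500 nM) and SAM (20 uM) started a 2 h room-temperature reaction. Monomethylated product was quantified by antibody-based AlphaScreen chemiluminescence.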
# Pol eta inh – DNA polymerase eta (human) inhibition. Q9Y253. Potency, µM (doses to about 114 µM), inactives show at the top dose activity change, negative = inhibition, usual class: inhibitors. AID 588591. actives 1.2% (n = 390,000). recombinant Pol eta, fluorescent DNA replication assay; further: on the % scale 0 is the no-effect control and ±100 the full control effect
#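 Pol eta at 10 nM preincubated with compounds 15 min at room temperature; reaction started with fluorescent substrate (50 nM final) and read kinetically at 0 and 10 min.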
# Pol iota inh – blocks human DNA polymerase iota activity; AID 588590; actives 1% (n = 390,000); Potency, µM (series often up to 115 µM), without a hit: at the top dose activity, negative = inhibition, actives largely listed as inhibitors; Pol iota fluorescent replication assay, 10 min; Q9UNA4
#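 Fluorescent replication assay read twice, at 0 min and 10 min after adding 50 nM (final) substrate. Enzyme (10 nM) and compounds were first incubated 15 min at room temperature; enzyme-free buffer wells were negative controls.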
# JMJD2A Tudor inh – JMJD2A Tudor domain (human) inhibition; Potency, µM (highest dose often 114 µM), without a hit: top-dose activity change, negative = inhibition, hits mostly inhibitors; O75164; AID 504339; AlphaScreen JMJD2A-Tudor / H3K4me3 peptide binding; actives 4.4% (n = 390,000); further: on the % scale 0 is the no-effect control and ±100 the full control effect; nearly all actives have a fitted effect of over 50% in size
# BLM inh – Bloom syndrome helicase (human) inhibition. P54132. recombinant BLM DNA unwinding, fluorescence dequenching. actives 0.2% (n = 350,000). Potency, µM (series often up to 56.1 µM), for inactives: top-dose activity change, negative = inhibition, usual class: inhibitors;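 further: plate controls were vehicle for no effect and no enzyme for full effect; nearly all actives have a fitted effect of over 35% in size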
# An asterisk follows results filed as active; ? = inconclusive; . = no result given; [ ] = another dose, or the depositor's remark. The call rests on the fitted dose curve; in most records, active means well fitted curve in the direction sought with a large enough effect; inconclusive means small, poorly fitted or top-dose-only effect, or another doubt; inactive means no such curve, though single readings can be large; an effect the other way counts as inactive or inconclusive. Potency means the concentration at half of the fitted maximal effect. A portion of the library (hit frequency here may not be typical).
compound,Pol kappa inh,Pol eta inh,JMJD2A Tudor inh,Pol iota inh,Pol beta inh,G9a block,APE1 inh,BLM inh,BAZ2B inh
CCOc1cc(/C=N/NC(=O)C(C)Sc2ccccc2)ccc1O (configuration not stated),2.8%,-2.6%,-5.8%,-5.3%,11.5%,4.6%,5.7%,-0.6%,-26.3%
Cc1ccc2[nH]c(=O)c(CN(CC3CCCO3)C(=S)Nc3ccccc3)cc2c1 (configuration not stated),-15.6%,-14.5%,-3.4%,24.1%,2.7%,-0.2%[59 µM],-4.3%,-2.7%,-33.7%
C=CCN(c1ccccc1)S(=O)(=O)c1cccc(C(=O)Nc2ncccc2C)c1,-5.1%,-11.9%,-5.5%,20.5%,.,-8.6%,21.8%,.,-2.6%
CC(=O)Nc1ccc(Nc2cc(C(C)C)nc3c(-c4ccccc4)c(C)nn23)cc1,-15.6%,-15.3%,-14.4%,-10.0%,-5.4%,3.3%,0.2%,-9.3%,-6.3%
O=C(Nc1ccc(F)c(Cl)c1)NC1CC1,2.2%[60.1 µM],?,-6.7%,-25.7%,2.2%,5.2%,-0.4%,-5.0%,11.4%
O=C(O)c1ccc(N2C(=O)/C(=C/C=C/c3ccccc3)SC2=S)cc1,-3.2%[60.1 µM],50.1µM*,?,?,?,44.7µM*,3.1%,1.4%,?
CCN(CC)S(=O)(=O)c1ccc(N2CCCCS2(=O)=O)cc1,-12.7%[60.1 µM],-10.6%,-2.6%,16.8%,2.7%,0.9%[59 µM],.,2.8%,-2.8%
O=C(NC1CCC(O)CC1)c1ccc2c(c1)S(=O)(=O)N=C1CCCCCN12 (configuration not stated),2.3%,-13.3%,2.1%,16.2%,.,-32.3%,13.9%,.,3.6%
O=C(O)c1ccccc1C(=O)c1ccc(Sc2ccc(Cl)cc2)c([N+](=O)[O-])c1,0.0%,-14.0%,-22.8%,14.6%,79.4µM*,.,-1.7%,-7.8%,?
Cc1ccc(N2CC(C(=O)Nc3cccnc3)CC2=O)cc1C (configuration not stated),-2.4%,-3.6%,-7.4%,29.0%,38.6%,8.9%,28.7%,-7.9%,-7.6%
COCCN(C(=O)CN1CCN(S(=O)(=O)c2ccc(F)cc2)CC1)c1c(N)n(Cc2ccccc2)c(=O)[nH]c1=O,4.9%,-15.3%,-1.7%,7.6%,13.2%,14.2%[59 µM],-3.6%,1.5%,3.8%
CCOc1ccc(C(=O)NCc2ccc3c(c2)OCO3)cc1OCC,4.0%,8.6%,-7.9%,-1.7%,2.1%,?,20.7%,-14.9%,-31.8%
C=CC[N+](C)(C)CCN1C(=O)C2C(c3ccccc3)C=CC(c3ccccc3)C2C1=O (configuration not stated),0.4%,-10.3%,-2.8%,27.7%,26.4%,11.5%,2.9%,-0.1%,-0.5%
COc1ccc(C2C(C#N)=C(N)Oc3cc(C)n(Cc4ccncc4)c(=O)c32)cc1 (configuration not stated),-16.8%,-3.1%,-13.0%,0.9%,10.7%,-46.8%[59 µM],6.7%,-0.6%,5.1%
O=Cc1cn(CC(=O)N2CCOCC2)c2ccccc12,-2.7%,10.8%,-9.5%,-11.9%,8.1%,-7.9%[59 µM],-2.8%,5.9%,0.9%
CCOc1ccc(NC(=O)N2CCC(C(=O)c3ccc(F)cc3)CC2)cc1,-3.6%,-14.4%,9.0%,34.8%[activator],6.8%,9.4%,-5.1%,-0.2%,-25.5%[57.1 µM]
O=C(/C=C/c1cccc([N+](=O)[O-])c1)NCCSc1ccccc1,-14.9%,-15.9%,-33.3%,-1.5%,19.2%,-29.2%[59 µM],12.0%,-8.7%,?
O=C(COc1ccc([N+](=O)[O-])cc1)N(Cc1ccccc1)Cc1ccccc1,7.8%,-21.0%,-13.4%,2.2%,30.1%,9.4%,-3.9%,-5.8%,-7.4%
COC(=O)c1cc(NC2c3ncccc3C(=O)N2Cc2ccccc2)cc(C(=O)OC)c1 (configuration not stated),-9.5%,-9.4%,-14.6%,?,-0.7%,12.0%[2.33 µM],-4.1%,-0.9%,-17.6%
Cc1[nH]c2ccc(C(=O)OCCN(C)C)cc2c1C,-0.9%,3.9%,?,7.3%,0.2%,?,6.1%,6.6%,-10.6%
CCOC(=O)C(=O)N/N=C/c1cccc(Br)c1,2.8%,-8.1%,4.7%,49.8%[activator],29.0%,-4.9%,3.1%,0.0%,-2.0%
OCCC1CN(Cc2c(O)ccc3ccccc23)CCN1CCc1ccccc1 (configuration not stated),7.3%,-11.9%,?,34.1%[activator],4.9%,2µM*,6.9%,-7.7%,-29.5%
N=c1sccn1CC(=O)NCCc1ccc(Cl)cc1,9.1%,2.5%,-2.7%,?,7.4%,4.6%[12.7 µM],12.3%,1.7%,5.5%
CCCCn1c(CCC(=O)O)nc2c1c(=O)[nH]c(=O)n2CCC,-5.3%,-10.7%,-15.2%,-0.9%,1.5%,-2.3%[59 µM],-1.4%,0.1%,10.6%
O=C(Cc1ccccc1)Nc1sc2c(c1C(=O)Nc1ccccc1)CCCCC2,-39.8%,-15.5%,?,26.0%,-15.5%,?,.,-10.0%,?

# Some of the entries so far, as labelled records:
smiles: OCCC1CN(Cc2c(O)ccc3ccccc23)CCN1CCc1ccccc1 (configuration not stated)
  Pol kappa inh = 7.3%	Pol eta inh = -11.9%	JMJD2A Tudor inh = ?	Pol iota inh = 34.1%[activator]	Pol beta inh = 4.9%	G9a block = 2µM*	APE1 inh = 6.9%	BLM inh = -7.7%	BAZ2B inh = -29.5%
smiles: N=c1sccn1CC(=O)NCCc1ccc(Cl)cc1
  Pol kappa inh = 9.1%	Pol eta inh = 2.5%	JMJD2A Tudor inh = -2.7%	Pol iota inh = ?	Pol beta inh = 7.4%	G9a block = 4.6%[12.7 µM]	APE1 inh = 12.3%	BLM inh = 1.7%	BAZ2B inh = 5.5%
smiles: CCCCn1c(CCC(=O)O)nc2c1c(=O)[nH]c(=O)n2CCC
  Pol kappa inh = -5.3%	Pol eta inh = -10.7%	JMJD2A Tudor inh = -15.2%	Pol iota inh = -0.9%	Pol beta inh = 1.5%	G9a block = -2.3%[59 µM]	APE1 inh = -1.4%	BLM inh = 0.1%	BAZ2B inh = 10.6%

# Source: PubChem
